hcDAF12 agonist: H. contortus DAF-12 nuclear receptor activators, primary screen, cell-based, luminescence, HEK293, lit1-tk-luc reporter; HEK293 hcDAF-12 lit1-tk-luc reporter; 0% DMSO, 100% Δ7-dafachronic acid; activation, % at 6.8 µM; 1.4% of 370,000 active; AID 652067, 2013;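 active = activation above the mean of all tested compounds plus 3 SD, cut at about 5.5% in these data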;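 note: 100% = response to 3 µM Δ7-dafachronic acid high control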
SMARCA2 activ: SMARCA2 (BRM) function activators, primary screen, cell-based, luminescence, high throughput | MG213 cells, MMTV-luciferase reporter, dexamethasone, overnight | activation, % at 9.1 µM | 1% of 370,000 active | AID 652017, 2013; in the data active = activation above about 7.8%;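 note: 0% = vehicle wells and 100% = reference activator wells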
Rev-erbA mod: modulators of Rev-erb alpha DNA binding, primary screen, biochemical, FITC-DNA, fluorescence polarization, uHTS; Nuclear receptor subfamily 1 group D member 1 (Homo sapiens), P20393; activity, % at 10 µM; AID 1259318, 2017; Rev-erbα–FITC-DNA binding, 90 min; 0.79% of 370,000 active;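 active = activity above about 14%, limit read from the data; passing the limit was not always enough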;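 note: 0% = DMSO wells with 35 nM protein and 100% = DMSO wells with 750 nM protein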
PLCb3 inh: human PLC-beta3 inhibitors, primary screen, biochemical, fluorescence; 1-phosphatidylinositol 4,5-bisphosphate phosphodiesterase beta-3 (Homo sapiens), Q01970; Purified PLC-beta3, fluorogenic substrate; inhibition, % at 12.2 µM; 0.18% of 370,000 active; AID 720704, 2013; in the data active = inhibition above about 11%;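 note: 0% = median of compound wells on plate and 100% = full blocker control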
PG9 binder: binders of HIV-1 gp120 antibody PG9, primary screen, biochemical, TR-FRET; HIV-1 gp120 / PG9 antibody interaction; TR-FRET gp120-PG9 antibody binding; 0.43% of 360,000 active; AID 624416, 2012; inhibition, % at 6.7 µM; in the data active = inhibition above about 8.5%
GAA850 FXN act: FXN promoter activators, primary screen, cell-based, luciferase luminescence, HEK293 lucGAA850; HEK293 lucGAA850 FXN promoter luciferase reporter, 24 h; percent of 10 µM SAHA response; 0.56% of 360,000 active; AID 540364, 2011; activation, % at 6 µM;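 active = activation above the average of all compounds screened plus 3 SD, cutoff fixed separately per campaign, cut at about 7.5% in these data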;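 note: 0% = DMSO wells and 100% = 10 µM SAHA wells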
DAX1 inh-1: DAX1 (NR0B1) inhibitors on StAR promoter, primary screen, cell-based, luminescence, SF-1 (NR5A1), full-length DAX-1; HEK293T StAR-luciferase reporter, SF-1/DAX-1 repression relief; AID 652010, 2013; inhibition, % at 6.8 µM; 1.1% of 370,000 active;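 active = inhibition above the mean over all tested compounds plus 3 SD, cut at about 3.6% in these data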;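 note: 0% = DAX-1 cells with DMSO and 100% = cells lacking DAX-1 with DMSO; higher inhibition means more luminescence from relief of DAX-1 repression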
ssDAF-12 act: S. stercoralis DAF-12 nuclear receptor activators, primary screen, cell-based, luminescence, HEK293, GRIP1 co-expression, lit1-tk-luc; HEK293 ssDAF-12/GRIP1 lit1-tk-luc reporter; % of 3 µM dafachronic acid response; Nuclear hormone receptor DAF-12 (Strongyloides stercoralis); activation, % at 6.8 µM; 1% of 370,000 active; AID 652126, 2013;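 active = activation above the mean over all tested compounds plus 3 SD, cut at about 0.9% in these data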;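 note: 0% = DMSO-only wells and 100% = 3 µM delta7-dafachronic acid wells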
sPLA2-III inh: human group III sPLA2 inhibitors, primary screen, biochemical, QFRET, BODIPY PC-A2 liposome substrate. Group 3 secretory phospholipase A2 (Homo sapiens), Q9NZ20. QFRET BODIPY PC-A2 liposome hydrolysis, fluorescence. inhibition, % at 12.2 µM. 0.56% of 370,000 active;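 active = inhibition above mean plus 3 SD of compounds lying within the high and low control bounds, cut at about 19% in these data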;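 note: 0% = median of test compound wells and 100% = no enzyme DMSO wells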
Target sequence (Q9NZ20 whole entry, looked up): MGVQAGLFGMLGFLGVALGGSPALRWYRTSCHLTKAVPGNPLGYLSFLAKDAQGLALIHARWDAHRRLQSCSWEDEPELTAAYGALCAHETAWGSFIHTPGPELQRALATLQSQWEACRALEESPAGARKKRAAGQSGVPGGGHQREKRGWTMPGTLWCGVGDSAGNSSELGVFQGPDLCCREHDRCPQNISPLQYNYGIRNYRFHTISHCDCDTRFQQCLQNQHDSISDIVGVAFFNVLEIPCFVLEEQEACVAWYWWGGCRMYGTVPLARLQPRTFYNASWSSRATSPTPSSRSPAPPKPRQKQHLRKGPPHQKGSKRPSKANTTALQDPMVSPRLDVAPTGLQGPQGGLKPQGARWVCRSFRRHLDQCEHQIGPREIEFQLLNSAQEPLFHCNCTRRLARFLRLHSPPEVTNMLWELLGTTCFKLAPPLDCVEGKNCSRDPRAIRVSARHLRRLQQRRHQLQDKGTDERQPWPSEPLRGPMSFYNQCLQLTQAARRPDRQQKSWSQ
DAX1 inh-2: DAX1 (NR0B1) inhibitors, primary screen, cell-based, HEK293, Gal4-DAX1, luciferase luminescence | Nuclear receptor subfamily 0 group B member 1 (Homo sapiens), P51843 | HEK293 Gal4-DAX1 luciferase reporter | inhibition, % at 6.75 µM | 0.99% of 340,000 active | AID 504766, 2011;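 active = inhibition above the mean over all tested compounds plus 3 SD, cut at about 4.2% in these data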;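 note: 0% = DAX1-transfected cells with DMSO and 100% = empty-vector control cells with DMSO; inhibition shows as a rise in luminescence from relieved DAX1 repression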
Target sequence (P51843 207-470 limits assumed): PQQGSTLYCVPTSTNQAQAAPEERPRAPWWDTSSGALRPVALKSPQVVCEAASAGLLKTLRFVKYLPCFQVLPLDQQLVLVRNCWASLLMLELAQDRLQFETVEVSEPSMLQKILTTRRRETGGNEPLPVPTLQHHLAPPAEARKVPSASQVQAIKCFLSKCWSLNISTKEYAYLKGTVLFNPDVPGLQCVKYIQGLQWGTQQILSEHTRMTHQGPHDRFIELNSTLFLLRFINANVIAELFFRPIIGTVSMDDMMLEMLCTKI
hgDAF-12 ag: H. glycines DAF-12 receptor agonists, primary screen, cell-based, luminescence, HEK293, GAL4 fusion, UAS-luciferase | Nuclear hormone receptor DAF-12 (Heterodera glycines), GAL4 fusion | HEK293 GAL4-hgDAF12 UAS-luciferase reporter, agonist luminescence; normalized to butyrate control | activation, % at 6.8 µM | 1.8% of 370,000 active | AID 687014, 2013;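 active = activation above a cutoff set at the mean of all screened compounds plus 3 SD, cut at about 10% in these data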;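 note: 0% = DMSO wells and 100% = sodium butyrate wells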
Active calls of the source: *. An unsorted share of the library; about 7% have a hit in one of these screens.

(1) NNC(=O)CC1NCCN(Cc2ccccc2)C1=O (stereo not given)
(2) O=C(O)C1C2C=CC3(O2)C1C(=O)N1c2ccccc2C2OCCC2C13 (stereo not given)
(3) CC(=O)c1c(C)[nH]c(C(=O)OCC(=O)NNC(=O)c2ccc([N+](=O)[O-])cc2)c1C
(4) Cc1ccc(NC(=O)C2=C(C(=O)O)CCCC2)cc1F
(5) COc1cc(OC)c(OC)cc1/C=N/NC(=O)c1ccc2nc[nH]c2c1
(6) COC(=O)CNC(=O)C1CCN(c2nc(C)cc(C)n2)CC1
(7) CCOc1ccc(C2CC(c3cccc(OC)c3)Nc3ncnn32)cc1 (stereo not given)
(8) COc1ccc(N2CC(C(=O)Nc3nnc(SCc4cccnc4)s3)CC2=O)cc1 (stereo not given)
Screen / compound no.,1,2,3,4,5,6,7,8
hcDAF12 agonist,-0.5,0.2,4.1,-2.6,1.0,-1.1,-2.2,0.5
SMARCA2 activ,-1,-1,-3,-2,-3,-3,0,-2
Rev-erbA mod,2,6,-2,7,-7,2,-1,6
PLCb3 inh,4,-1,-1,-3,-172,-10,-5,-10
PG9 binder,-2.1,-1.2,0.6,0.1,-4.0,-0.5,-1.5,-0.2
GAA850 FXN act,1.0,-0.4,0.5,-0.2,1.3,-1.3,1.1,-0.1
DAX1 inh-1,0.2,0.8,0.6,0.3,0.5,-0.6,0.1,0.4
ssDAF-12 act,-1.0,-0.8,-1.6,-1.0,-1.2,-1.9,-1.4,-1.1
sPLA2-III inh,-5,-2,-5,0,-1,5,-5,-1
DAX1 inh-2,-0.4,-1.0,2.2,3.9,0.8,0.1,2.2,0.3
hgDAF-12 ag,0.0,-1.8,-0.6,1.7,0.1,-0.7,0.0,0.4

(9) O=C(CC(=O)N1CCN(c2ccccn2)CC1)Nc1ccc2nc3n(c(=O)c2c1)CCCCC3
(10) COc1cc([N+](=O)[O-])c2nccnc2c1
(11) Cn1c(Cc2ccc3c(c2)OCO3)nnc1SCC(=O)NC(C)(C)C
(12) COc1ccc(NC(=S)NCC(c2cccnc2)N2CCOCC2)cc1 (stereo not given)
(13) COc1cc(C(=S)N2CCCC2)cc(OC)c1OS(=O)(=O)c1ccc(NC(C)=O)cc1
(14) OC1CCN(CC(O)C(F)(F)F)CC1 (stereo not given)
(15) C#CCN1C(=O)C(O)(CC(=O)/C=C/c2ccco2)c2ccccc21 (stereo not given)
(16) O=C(c1cc([N+](=O)[O-])cc([N+](=O)[O-])c1)N1CCOCC1
Screen / compound no.,9,10,11,12,13,14,15,16
hcDAF12 agonist,-0.6,0.4,-1.0,3.0,-1.5,-0.3,2.6,-0.1
SMARCA2 activ,-2,-2,-2,0,-1,-2,-2,2
Rev-erbA mod,-2,-5,10,1,0,1,-4,0
PLCb3 inh,6,1,-6,4,-3,-4,0,0
PG9 binder,-2.6,-1.9,0.7,0.0,-0.8,0.9,-3.4,-0.6
GAA850 FXN act,1.2,1.4,0.3,0.8,-1.4,-1.6,-1.1,2.6
DAX1 inh-1,-0.6,-0.2,0.8,0.3,0.0,0.0,-0.2,-0.7
ssDAF-12 act,-1.0,-1.0,-0.7,-1.2,-0.9,-1.3,-1.3,-1.2
sPLA2-III inh,-10,2,2,3,6,-2,-1,7
DAX1 inh-2,0.0,0.2,0.5,1.0,-1.5,1.8,-1.3,0.1
hgDAF-12 ag,3.4,-0.9,-0.2,2.6,-2.9,-0.8,1.1,1.2

Sorted by value in Rev-erbA mod (high to low): some entries from above.
cpd | SMILES | hcDAF12 agonist | SMARCA2 activ | Rev-erbA mod | PLCb3 inh | PG9 binder | GAA850 FXN act | DAX1 inh-1 | ssDAF-12 act | sPLA2-III inh | DAX1 inh-2
12 | COc1ccc(NC(=S)NCC(c2cccnc2)N2CCOCC2)cc1 (stereo not given) | 3.0 | 0 | 1 | 4 | 0.0 | 0.8 | 0.3 | -1.2 | 3 | 1.0
16 | O=C(c1cc([N+](=O)[O-])cc([N+](=O)[O-])c1)N1CCOCC1 | -0.1 | 2 | 0 | 0 | -0.6 | 2.6 | -0.7 | -1.2 | 7 | 0.1
10 | COc1cc([N+](=O)[O-])c2nccnc2c1 | 0.4 | -2 | -5 | 1 | -1.9 | 1.4 | -0.2 | -1.0 | 2 | 0.2

Other compounds follow.
(17) Cc1ccc(C(=O)Nc2ccccc2C(=O)NC(Cc2c[nH]c3ccccc23)C(=O)O)cc1 (stereo not given)
(18) CCn1c(CC(=O)Nc2ccc(C)cc2)n[nH]c1=S
(19) CCOC(=O)N/N=C\c1sccc1C
(20) N#Cc1cc2c(cc1NC(=O)CCn1cnnn1)OCO2
Screen / compound no.,17,18,19,20
hcDAF12 agonist,1.2,0.5,1.6,1.6
SMARCA2 activ,0,-1,2,1
Rev-erbA mod,0,4,8,2
PLCb3 inh,-15,-4,1,-8
PG9 binder,-2.3,-0.3,-1.7,-0.5
GAA850 FXN act,2.4,0.1,1.2,1.6
DAX1 inh-1,0.5,-0.6,-0.1,-0.1
ssDAF-12 act,-0.4,-1.8,-1.4,-1.2
sPLA2-III inh,-89,8,1,-3
DAX1 inh-2,-0.3,0.4,0.7,0.2
hgDAF-12 ag,4.0,-1.2,1.5,2.5

Sorted by molecular weight (falling): some entries from above.
(11) Cn1c(Cc2ccc3c(c2)OCO3)nnc1SCC(=O)NC(C)(C)C
(4) Cc1ccc(NC(=O)C2=C(C(=O)O)CCCC2)cc1F
(18) CCn1c(CC(=O)Nc2ccc(C)cc2)n[nH]c1=S
Screen / compound no.,11,4,18
hcDAF12 agonist,-1.0,-2.6,0.5
SMARCA2 activ,-2,-2,-1
Rev-erbA mod,10,7,4
PLCb3 inh,-6,-3,-4
PG9 binder,0.7,0.1,-0.3
GAA850 FXN act,0.3,-0.2,0.1
DAX1 inh-1,0.8,0.3,-0.6
ssDAF-12 act,-0.7,-1.0,-1.8
sPLA2-III inh,2,0,8
DAX1 inh-2,0.5,3.9,0.4
hgDAF-12 ag,-0.2,1.7,-1.2
